High-throughput results from PubChem BioAssay.
TRHR ag: activates the human TRH receptor; P34981; TRHR cells, calcium flux fluo-8, FDSS agonist mode; activation, % at 2 µM; hit rate 0.18% among 360,000; in the data active means activation above about 30%; further: 0% is about no effect
Target sequence (P34981 whole entry, looked up): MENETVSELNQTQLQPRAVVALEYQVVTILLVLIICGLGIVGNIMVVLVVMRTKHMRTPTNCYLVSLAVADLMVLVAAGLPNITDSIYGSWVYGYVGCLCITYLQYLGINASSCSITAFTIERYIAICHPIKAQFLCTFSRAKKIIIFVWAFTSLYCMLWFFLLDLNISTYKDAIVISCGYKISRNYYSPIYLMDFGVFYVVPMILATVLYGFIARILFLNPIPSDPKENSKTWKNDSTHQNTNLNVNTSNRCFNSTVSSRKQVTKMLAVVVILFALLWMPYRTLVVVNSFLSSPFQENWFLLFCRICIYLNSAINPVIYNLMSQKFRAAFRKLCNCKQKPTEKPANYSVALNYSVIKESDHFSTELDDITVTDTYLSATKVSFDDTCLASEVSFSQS
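Fluo-8-loaded TRHR cells; 10 s baseline, compound added, kinetic Ca2+ fluorescence read 1/s, agonist mode.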
12-LOX inh: ALOX12 (human) lipoxygenase inhibition. P18054. purified 12hLO, xylenol orange hydroperoxide absorbance. Potency, µM (top dose mostly 108 µM), for the others: top-dose activity change, negative = inhibition, most hits filed as inhibitors. hit rate 1.1% among 580,000. AID 1671190; further: potency means the concentration at half of the fitted maximal effect; on the % scale 0 is the no-effect control and ±100 the full control effect
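Purified human 12hLO (150 nM final) in 25 mM Hepes, 0.01% Triton X-100, pH 7.0 was preincubated 15 min at room temperature with compound. Then 40 uM arachidonic acid was added, 30 min. Hydroperoxide was read by Fe-XO absorbance ratio 573/405 nm.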
BLM helicase inh: blocks DNA unwinding by human BLM helicase. Potency, µM (series often up to 56.1 µM), for inactives: at the top dose activity change, negative = inhibition, hits mostly inhibitors. hit rate 0.2% among 350,000. recombinant BLM DNA unwinding, fluorescence dequenching. P54132;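 further: potency means the concentration at half of the fitted maximal effect; plate controls were vehicle for no effect and no enzyme for full effect; nearly all actives have a fitted effect of over 35% in size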
POLI inh: DNA polymerase iota (human) inhibition | Q9UNA4 | Pol iota fluorescent replication assay, 10 min | Potency, µM (doses to about 115 µM), for the others: at the top dose activity, negative = inhibition, actives largely listed as inhibitors | hit rate 1% among 390,000; further: potency means the concentration at half of the fitted maximal effect
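Fluorescent replication assay read twice, at 0 min and 10 min after adding 50 nM (final) substrate. Enzyme (10 nM) and compounds were first incubated 15 min at room temperature; enzyme-free buffer wells were negative controls.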
Apoferritin bind: binds horse apoferritin like a general anesthetic; hit rate 0.074% among 350,000; P02791; AID 485281; apoferritin/1-aminoanthracene competitive binding, fluorescence; Potency, µM (series often up to 77.5 µM), inactives show at the highest dose activity change, negative = displacement, usual class: inhibitors; further: potency means the concentration at half of the fitted maximal effect; on the % scale 0 is the no-effect control and ±100 the full control effect; nearly all actives have a fitted effect of over 20% in size
Target sequence (P02791 2-175 limits assumed): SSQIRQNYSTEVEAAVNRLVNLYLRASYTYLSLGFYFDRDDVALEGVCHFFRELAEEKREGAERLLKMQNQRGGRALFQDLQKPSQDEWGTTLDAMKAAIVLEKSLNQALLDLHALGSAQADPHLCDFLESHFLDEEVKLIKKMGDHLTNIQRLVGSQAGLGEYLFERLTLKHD
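Concentration-response curves derived by four-parameter Hill fitting of normalized fluorescence, where compounds displaced 1-AMA from 10 uM horse apoferritin following a brief 10 min room-temperature incubation; propofol titration acted as positive control.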
ERG-DNA inh: inhibitors of human ERG Ets domain-DNA interaction. fluorescence polarization, His-ERG Ets domain / labelled DNA. hit rate 0.028% among 370,000. P11308. Potency, µM (doses to about 76.9 µM), inactives show top-dose FP activity, negative = inhibition, usual class: inhibitors; active means well fitted inhibition curve with a large enough effect in the polarisation, with a control signal flat; inconclusive means small, poorly fitted or top-dose-only effect, or effect the other way, or a change in a side signal; inactive means no such curve, though single readings can be large or run the other way; the % refers to the polarisation;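 further: polarization taken with two DNA probes labelled with fluorescein and Texas red; potency means the concentration at half of the fitted maximal effect; % of control where 0% means no effect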
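His-tagged ERG Ets domain (1 uM in the protein solution; 300mM KCl, 50mM Tris-HCl, 1mM EDTA, 1mM DTT, pH 7.5) received compound, then a probe mix of 5 nM fluorescein-DNA and 100nM Texas-615-DNA. Fluorescence polarization was read for both dyes.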
APE1 inh: inhibitors of human APE1 endonuclease. P27695. recombinant APE1, TAMRA/BHQ-2 abasic DNA cleavage fluorescence. Potency, µM (titrated, usually from 65.8 µM), for the others: at the top dose activity change, negative = inhibition, most hits filed as inhibitors. hit rate 0.35% among 350,000;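 further: potency means the concentration at half of the fitted maximal effect; plate controls were vehicle for no effect and reference inhibitor for full effect; nearly all actives have a fitted effect of over 55% in size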
Target sequence (P27695 whole entry, looked up): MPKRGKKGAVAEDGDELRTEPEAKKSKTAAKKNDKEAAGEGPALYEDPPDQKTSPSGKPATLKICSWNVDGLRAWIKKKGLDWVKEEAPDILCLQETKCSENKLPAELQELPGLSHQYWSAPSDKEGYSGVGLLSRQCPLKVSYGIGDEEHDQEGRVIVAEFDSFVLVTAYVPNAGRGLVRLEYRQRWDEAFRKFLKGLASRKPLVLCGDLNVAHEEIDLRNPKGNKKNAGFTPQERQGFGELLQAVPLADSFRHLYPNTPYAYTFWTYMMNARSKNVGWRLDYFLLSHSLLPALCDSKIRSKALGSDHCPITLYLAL
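0.75 nM APE1 + cpd, 15 min RT; start w/ 50 nM TAMRA/BHQ-2 THF-abasic dsDNA; kinetic fluor 525/598 nm ×3 reads @60 s; Δ(read3−read1); normalized to DMSO and NSC13755 control wells.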
Pol kappa inh: inhibitors of human DNA polymerase kappa; Q9UBT6; purified Pol kappa, fluorescent DNA synthesis assay, 10 min; Potency, µM (doses to about 107 µM), for inactives: at the top dose activity, negative = inhibition, hits mostly inhibitors; hit rate 0.53% among 400,000; AID 588579; further: potency means the concentration at half of the fitted maximal effect; on the % scale 0 is the no-effect control and ±100 the full control effect
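Readout: fluorescence, taken kinetically at 0 and 10 min. Conditions: 10 nM Pol kappa, 15 min RT compound preincubation, 50 nM substrate final. Controls: enzyme-free buffer wells.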
POLB inh: inhibitors of human DNA polymerase beta; P06746; AID 485314; Pol beta primer extension/strand displacement, fluorescence kinetic; Potency, µM (top dose mostly 114 µM), without a hit: top-dose activity change, negative = inhibition, hits mostly inhibitors; hit rate 1.3% among 340,000; further: potency means the concentration at half of the fitted maximal effect; on the % scale 0 is the no-effect control and ±100 the full control effect
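Human Pol beta at 10 nM; strand-displacement substrate 50 nM final. Compound exposure 15 min at room temperature before start, reaction 10 min at room temperature.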
An asterisk follows results filed as active; ? = inconclusive; / = no result given; & = joins results of further samples; [ ] = another dose, or the depositor's remark. Unless noted, the call rests on the fitted dose curve; in most records, active means well fitted curve in the direction sought with a large enough effect; inconclusive means small, poorly fitted or top-dose-only effect, or another doubt; inactive means no such curve, though single readings can be large; an effect the other way counts as inactive or inconclusive. An excerpt (hit frequency here may not be typical).

no.	Structure	ERG-DNA inh	12-LOX inh	POLI inh	Apoferritin bind	Pol kappa inh	BLM helicase inh	TRHR ag	APE1 inh	POLB inh
1	Cc1ccc(N(CC(=O)N/N=C/c2ccc(OC3CSC3)cc2)S(=O)(=O)c2ccccc2)c(C)c1	-5%	11%	137%[activator]	-7%	-14%	-2%	0.9	-5%	-1%
2	Cc1ccccc1CN1CCCN(CC(=O)Nc2c(C)cccc2C)S1(=O)=O	-2%	-21%	43%[activator]	-2%	-7%[60.1 µM]	-1%	-0.1	/	3%
3	Cc1cc(=O)[nH]c2c(C)c(Cl)ccc12	/	/	/	-6%	/	-1%	-0.6	-8%	1%
4	Cc1nnc(NC(=O)CSc2nnc(CC(=O)Nc3ccccc3C)n2C)s1	3%	?	19%	0%	-24%	-4%	0.4	-2%	-3%
5	FC(F)(F)c1cc(N2CCN(Cc3ccccc3)CC2)c2ccccc2n1	6%	0%	148%[activator]	2%	1%	-2%	0.4	-2%	15%
6	CCCN(CCC)C(=O)CSc1nc2ccccc2c(=O)n1C1CCCC1	7%	-18%	-8%	8%	2%	-5%	-0.6	-2%	-2%
7	CCOc1ccc(Br)cc1S(=O)(=O)N1CCC(C(=O)O)CC1	4%	4%	31%[activator]	-4%	-4%	-8%	-0.3	-2%	51%
8	O=C(CSc1oc(-c2ccco2)nc1S(=O)(=O)c1ccc(Cl)cc1)c1ccc(Cl)cc1	3%	?	?	-19%	50µM*	-13%	-0.2	/	1%
9	O=C(c1cccnc1)N1N=C(c2cccs2)CC1c1ccc(F)cc1 (stereo not given)	12%	-29%	65%[activator]	-15%	-2%	-2%	1.3	-4%	0%
10	COc1ccc(OCc2nn3c(-c4cccc(OC)c4)nnc3s2)cc1	-1%	0%	4%	-19%	-11%	1%	-0.4	0%	-24%
11	O=C(CNC(=O)c1ccc(N2C(=O)c3ccccc3C2=O)cc1)OCC(=O)c1cccc2ccccc12	-3%	-11%	17%	2%	1%	-1%	0.4	3%	54%
12	N#CC1=C(N)Oc2cc(N)ccc2C1c1ccccc1 (stereo not given)	20%	18%	27%	/	13%	/	/	/	/
13	CC1(C)CC[C@]2(C(=O)O)CC[C@@]3(C)C(=CCC4[C@@]5(C)CCC(O)C(C)(C)C5CC[C@@]43C)C2C1 (stereo not given in full)	/	/	/	0%	-4%[60.1 µM]	-7%	/	0%	/
14	COc1ccc(NC(=O)CN2C(=O)NC(C)(c3ccccc3)C2=O)c(OC)c1 (stereo not given)	11%	18%	25%	-21%	3%	-7%	-0.9	3%	-3%
15	CC(=O)Nc1cccc(NC(=S)Nc2ccc(F)cc2F)c1	24%	-14%	85%[activator]	-1%	2%	-20%	-3.5	-3%	3%
16	COC(=O)c1ccc(-n2c(C)cc(/C=N/n3cnnc3)c2C)cc1	-1%	223%[activator]	-10%	-7%	-16%	-5%	1.0	17%	18%
17	Nn1c(SCC(=O)NC2CCCCC2)nnc1-c1ccco1	0%	15%	11%	/	3%	/	2.1	-11%	/
18	O=[N+]([O-])c1ccc(-c2nc3ccc([N+](=O)[O-])cc3[nH]2)cc1	1%	?	2%	-11%	-12%	-9%	2.3	-2%	1%
19	O=C1CSC2=NCN(c3ccc4c(c3)OCO4)CN12	-2%	-3%	18%	-10%	-7%	-5%	-0.2	-2%	31%
20	CCOC(=O)c1sc(N)c(C(=O)Nc2ccccc2)c1C	-4%	?	6%	-8%	1%	-3%	-0.6	0%	0%
21	Cc1cccc(OCC(=O)NC(=S)Nc2ccccc2N2CCOCC2)c1C	7%	33%[activator]	24%	-2%	-20%	-8%	1.2	-17%	19%
22	COc1ccc(NC(=O)NC2CCCCCCC2)c(OC)c1	-9%	/	-6%	?	7%	1%	-0.2	43%	0%
23	CCN(CC)S(=O)(=O)c1ccc2c(c1)N(CC(=O)Nc1ccc(NC(C)=O)cc1)C(=O)CO2	13%	-3%	19%	-3%	3%	-1%	0.3	12%	24%
24	CCOC(=O)C1=C(CN2c3ccccc3CC2C)NC(=O)NC1c1ccccc1 (stereo not given)	-7%	-22%	-4%	-16%	-1%	-12%	-1.1	-4%	-1%
25	CCc1ccc(NC(=O)CC2C(=O)Nc3c2c(=O)n(C)c(=O)n3C)cc1 (stereo not given)	3%	8%	-18%	-6%	6%	0%	-0.1	2%	29%
26	NC(=O)CCCn1c(C(=O)c2ccc(Cl)cc2)c2ccc([N+](=O)[O-])cc2[n+]1[O-]	1%	?	5%	/	-8%	/	-0.6	-3%	/
27	COc1cc(S(=O)(=O)N2CCOCC2)ccc1F	10%	?	29%	-8%	-4%	-3%	0.0	1%	-24%
28	CCOc1ccccc1CNc1ncnc2ccc(-c3c(C)noc3C)cc12	/	-7%	10%	-13%	-1%	-6%	0.5&0.3	-7%&-5%	/
29	COC(=O)c1cn(NC(=O)c2ccccc2[N+](=O)[O-])c(=O)c2ccccc12	-5%	-4%	13%	-8%	-11%	2%	-0.4	-2%	8%
30	CCC1CN(C(=O)Nc2cc(Cl)ccc2C(=O)OC)c2ccccc2S1 (stereo not given)	-1%	7%&-15%	9%	43%[activator]	-18%	0%	-0.2	/	2%
31	Cc1cc(NC(=O)c2cccc3ccccc23)cc(C)c1OCC(=O)N1CCOCC1	3%	0%	?	-9%	4%	-1%	0.3	4%	-17%
32	Cc1nnc2sc(COc3ccccc3)nn2c1=O	0%	-28%	?	-4%	13%	-14%	-0.3	10%	?
33	CCN(CCO)Cc1cc(=O)oc2c(C)c(C)ccc12	/	?	-20%	-20%	-2%	3%	-0.1	0%	39%
34	COCCOC(=O)c1c(C)n(C)c2ccc(OC(=O)c3ccccc3F)cc12	-10%	346%[activator]	14%	-15%	-4%	-6%	1.6	1%	0%
35	COC(=O)c1cc(S(=O)(=O)N2CCCCC2C)c[nH]1 (stereo not given)	-4%	-1%	13%	-17%	-13%	0%	0.1	1%	46%
36	Cc1ccccc1NC(=O)C1CCCN1/C=C/C(=O)C(F)(F)F (stereo not given)	-2%	-5%	11%	-8%	-2%	0%	0.1	0%	-19%[57.1 µM]
37	CC(C)(C)C(C(Oc1ccc(Cl)cc1)n1cncn1)n1nnnc1C(c1cccc(Cl)c1)N1CCCCC1 (stereo not given)	/	/	/	-13%	/	-7%	0.3	-3%	-3%
38	CC(C)Cn1nc(C(=O)NCc2ccccc2CN2CCCC2)c2ccccc2c1=O	-8%[15.4 µM]	-16%	11%	/	-9%	/	0.6	46%[activator]	/
39	CN(C)S(=O)(=O)c1cccc(NC(=O)C(c2ccccc2)c2ccccc2)c1	24%	4%	60%[activator]	-1%	-4%	-13%	1.8	17%	-13%
40	O=C(Oc1oc(-c2ccco2)nc1C=Nc1ccc(Cl)cc1)c1ccco1	0%	0%	-6%	-6%	-16%	-3%	0.0	8%	8%
41	NC(=O)c1ccccc1NC(=O)CC1(CC(=O)O)CCCC1	-6%	4%	38%[activator]	-4%	6%	-2%	1.3	21%	58%
42	Cc1nnc(N2CCCC(C(=O)NCc3ccccc3)C2)c2nn(-c3ccccc3)c(C)c12 (stereo not given)	-1%	-13%	22%	-16%	-1%	1%	-0.6	/	29%
43	CCOC(=O)c1c(-c2ccccc2)csc1NC(=S)NC	13%	?	15%	-6%	-3%[60.1 µM]	4%	0.3	3%	0%
44	O=C(CSc1nnc(Cn2c(=O)sc3ccccc32)n1-c1ccccc1)N1CCCC1	-7%	453%[activator]	32%[activator]	-6%	-1%	3%	1.1	-2%	21%
45	COC(=O)C(C)N1C(=O)S/C(=C\c2cc(C)n(-c3ccccn3)c2C)C1=O (stereo not given)	0%	?	19%	?	-21%	-7%	-0.7	4%	-2%
46	O=C(Nc1ccc(N2CCN(CCOc3ccc(Cl)cc3)CC2)c(C(=O)O)c1)c1ccc(F)cc1	0%	45µM*	0%	31%	-10%[60.1 µM]	0%	-0.4	/	-1%
47	O=C(C[C@H]1C/C=C\C[C@H](Cc2ccc(F)cc2)C(=O)OC[C@@H]2CCCN2C1=O)N[C@H](CO)Cc1ccccc1	0%	?	-16%	/	-15%	/	/	-19%	/
48	Cc1ccc(CNC(=O)CCc2nc(-c3cccs3)no2)cc1	1%	-30%	-10%	-20%	16%	1%	-0.1	-8%	-11%
49	COc1ccc2c(c1)c(=O)c(S(=O)(=O)c1ccc(C)cc1)cn2Cc1ccccc1C	-3%	-17%	-15%	?	-21%	-8%	1.2	/	14%
50	COc1ccc(-n2c(SCC(=O)N3CCCC(C)C3)nnc2-c2cccnc2)cc1 (stereo not given)	-4%	-21%	62%[activator]	-14%	-9%	-3%	-0.9	6%	14%
51	Cc1cc(NC(=O)CN2CCN(c3ccccn3)CC2)ccc1Br	-1%	34%[activator]	-2%	2%	-22%	-6%	-1.0	-1%	22%
52	CN1C(=O)/C(=C/c2cccc(Cl)c2)Sc2ccc(C(=O)N3CCCC3)cc21	-6%	12%	35%[activator]	?	12%	-8%	0.1	12%	-4%
53	Nc1ccccc1N=Nc1ccccc1N	-17%	1%	79%[activator]	?	-9%	-3%	-0.4	16%	41%
54	CCn1c(C)c(C(C)=O)c(N2CCCC2)nc1=S	-3%	-2%	9%	-8%	-19%	1%	0.1	2%	6%
55	O=C(CSc1ccc(-c2ccc(Cl)cc2)nn1)Nc1ccc2c(c1)OCCO2	-4%	-3%	-15%	-5%	-6%	-4%	-0.2	-4%	-1%
56	Cc1[nH]n(-c2ccccc2)c(=O)c1/C=N/NC(=O)c1ccoc1C	0%	?	-17%	-3%	-1%	-9%	-0.2	-1%	-23%
